From PubChem
Myeloid diff MLP – myeloid differentiation induction | ER-HoxA9 myeloid progenitors, lysozyme-GFP differentiation, flow cytometry | calls only at 10 µM | 1% of 360,000 active;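 active = normalized GFP-positive differentiation at or above the plate's own cutoff, the solvent-only control mean plus 3 SD; inconclusive = no clear call, values can overlap the other calls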;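 also: cells exposed to compound for four days before flow analysis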
West Nile antiviral – West Nile virus antiviral activity, cell-based, CPE readout (AID 1621). West Nile virus-infected cells, CPE inhibition; higher % means a stronger effect. one-dose CPE inhibition, % at 10 µM; IC50 in µM for titrated hits. 0.02% of 290,000 active; in the data active = a potency from the dose series; inconclusive = CPE inhibition mostly from about 3.7% at the one dose, without a potency; inactive = the rest, 99 in 100 with CPE inhibition below about 2.2%; also: strong numbers were not always called active
RSV antiviral HEp-2 – RSV antiviral activity via CPE protection, HEp-2 cells, primary 10 µM value included (AID 2391); HEp-2 cells, RSV-induced CPE inhibition; higher % means a stronger effect; 0.13% of 310,000 active; CPE inhibition, % at 10 µM; hits with a dose series show IC50 in µM; in the data active = a potency from the dose series; inconclusive = CPE inhibition mostly from about 23% at the one dose, without a potency; inactive = the rest, 99 in 100 with CPE inhibition below about 21%; also: strong numbers were not always called active
T cell HTS – T cell immune modulation candidate. calls only at 7 µM. AID 2052. 0.068% of 330,000 active. 2C CD8+ T cell-vesicle binding, flow cytometry; active compounds read low;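 active = response, share of CD8 T cells binding vesicles, and their 90th percentile fluorescence all below set limits, cut at about 80% in these data, passing the limit was not always enough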
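Read-out – percent CD8+ FL2 mean versus row control · System – murine 2C transgenic CD8+ T lymphocytes · Times – 1.5 h cell–vesicle binding at 37 °C, then 20 min icy labelling · Control set – naked vesicles low, QL9 vesicles with vehicle high · Detection – cytometric PE anti-B7-1 and Alexa647 anti-CD8 signals after 1% paraformaldehyde fixation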
bCat nuc transl – alters nuclear translocation of beta-catenin in HeLa cells. 0.3% of 190,000 active. immunofluorescence imaging. nuclear translocation activity, % at 5 µM;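 active = nuclear translocation activity above 50% at 5 µM, with a well cell count of 50 or more; inconclusive = wells under 50 cells across six images, flagged as toxic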;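 also: per-cell ratio of nuclear to cytoplasmic median beta-catenin stain intensity; plate controls were DMSO negative control for no effect and GSK-3 inhibitor IX positive control for full effect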
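Assay system: human HeLa cells, native beta-catenin; doses: 5 µM primary, 0.02–20 µM confirmation; incubation: compound treatment 24 h, 37°C, 5% CO2; technique: fluorescence imaging of beta-catenin antibody stain plus DAPI; measure: % activation, nuclear-to-cytoplasmic median beta-catenin signal ratio per cell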
MgcRacGAP inhibition – MgcRacGAP GTPase-activating activity inhibitors, confirmation, biochemical, ADP Hunter fluorescence. 0.6% of 340,000 active. inhibition, % at 30 µM; hits with a dose series show IC50 in µM. MgcRacGAP-stimulated Rac1 GTP hydrolysis, ADP Hunter fluorescence; higher % means a stronger effect; GST-tagged Rac1 F28L mutant substrate;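 active = first-screen hits whose inhibition reached a set limit at any dose in the follow-up dose series; inconclusive = inhibition above the set first-screen limit but never retested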;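 also: fluorescence reports GDP produced by GAP-driven GTP hydrolysis; strong numbers were not always called active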
Salmonella PhoP GFP – inhibitors of PhoP regulon expression, primary screen, Salmonella Typhimurium, GFP reporter (AID 1863); S. Typhimurium PhoP-regulated promoter GFP reporter, 4 h; higher % means a stronger effect; one-dose inhibition, % at 50 µM; IC50 in µM for titrated hits; 0.16% of 300,000 active;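 active = inhibition over 29.93%, a cutoff 3 SD above the screen mean, later confirmed by dose response; inconclusive = inhibition over 29.93% but no dose response follow-up; inactive = inhibition at most 29.93% or unconfirmed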;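 also: 0% = low Mg2+ inducing control and 100% = high Mg2+ repressing control; strong numbers were not always called active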
WT yeast gro inh – growth inhibition of WT yeast, mitochondrial fusion screen | mitochondrial fusion phenotypic screen, WT strain | inhibition, % at 10 µM | 2.1% of 190,000 active; in the data active = inhibition above about 58%; tested in S. cerevisiae
Large T inhibition – TAg ATPase/helicase activity blockers – biochemical (AID 1903); SV40 large T antigen ATPase/helicase inhibition assay; higher % means a stronger effect; 0.39% of 310,000 active; one-dose inhibition, % at 20 µM; IC50 in µM for titrated hits; in the data active = a potency from the dose series; inconclusive = inhibition mostly from about 32% at the one dose, without a potency; inactive = the rest, 99 in 100 with inhibition below about 32%; also: strong numbers were not always called active
WT yeast gro inh mutant strain – also measured in WT yeast gro inh; calls as there; inhibition, %; mitochondrial fusion phenotypic screen, mutant strain inhibition
bCat nuc transl cell count 5 µM – recorded beside bCat nuc transl, whose call it bears; cell count; measured here: cell count, cytotoxicity flag
T cell HTS vesicle-bound % – also measured in T cell HTS; calls as there; double positive events, %; measured here: CD8+ vesicle-bound cell fraction;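 binding gate set so that unloaded-vesicle control wells show 10% double positive cells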
Myeloid diff MLP GFP+ MAC1+ % – second read-out of Myeloid diff MLP, no call of its own (marks repeat the call); GFP+ MAC1+ double positive, %; measured here: differentiation confirmed by MAC1 staining
Starred values were filed as active, the others as inactive; i = inactive; ? = inconclusive; nt = not tested or not shown; + = active, no number.

Start of the data: the first 2 records, to show the layout:
SMILES	Myeloid diff MLP	Myeloid diff MLP GFP+ MAC1+ %	West Nile antiviral	RSV antiviral HEp-2	T cell HTS	T cell HTS vesicle-bound %	bCat nuc transl	bCat nuc transl cell count 5 µM	MgcRacGAP inhibition	Salmonella PhoP GFP	WT yeast gro inh	WT yeast gro inh mutant strain	Large T inhibition
O=C(CSc1cn(CC(=O)N2CCCCCC2)c2ccccc12)NCC1CCCO1 (stereo unspecified)	i	0.7	-0.5%	2.3%	i	52	nt	nt	15%	0%	-9	17	6%
CC(C)NC(=O)C(=O)NCC(c1ccc2c(c1)OCO2)N1CCOCC1 (stereo unspecified)	i	3.6	0.1%	2.7%	i	41	nt	nt	7%	5%	nt	nt	4%

This part in full, repeating the preview:
SMILES	Myeloid diff MLP	Myeloid diff MLP GFP+ MAC1+ %	West Nile antiviral	RSV antiviral HEp-2	T cell HTS	T cell HTS vesicle-bound %	bCat nuc transl	bCat nuc transl cell count 5 µM	MgcRacGAP inhibition	Salmonella PhoP GFP	WT yeast gro inh	WT yeast gro inh mutant strain	Large T inhibition
O=C(CSc1cn(CC(=O)N2CCCCCC2)c2ccccc12)NCC1CCCO1 (stereo unspecified)	i	0.7	-0.5%	2.3%	i	52	nt	nt	15%	0%	-9	17	6%
CC(C)NC(=O)C(=O)NCC(c1ccc2c(c1)OCO2)N1CCOCC1 (stereo unspecified)	i	3.6	0.1%	2.7%	i	41	nt	nt	7%	5%	nt	nt	4%
COc1ccccc1CNC(=O)c1cnc2ccccn2c1=O	i	1.9	0.0%	4.3%	i	35	-0.5	1115	7%	4%	-1	-1	1%
O=C(CSc1nnc(-c2ccc3c(c2)OCO3)n1-c1ccccc1)c1ccccc1	i	0.4	-1.2%	1.6%	i	49	-0.7	1029	7%	5%	13	-6	-2%
C/C(=N\N1CCN(Cc2ccccc2)CC1)c1ccco1	i	0.4	-0.4%	0.8%	i	40	1.1	1563	-2%	-4%	0	1	27%
O=C1C2C3C=CC(C2C(=O)N1c1cccc(O)c1)C1C2C(=O)N(c4cccc(O)c4)C(=O)C2C31 (stereo unspecified)	i	0.2	0.1%	2.4%	i	36	-1.3	917	8%	-1%	-13	29	24%
CCCC(=O)NC1C2CC3CC(C2)CC1C3 (stereo unspecified)	i	5.9	-0.3%	4.0%	i	19	nt	nt	5%	-6%	-17	-17	0%
O=C(Cn1cnc(S(=O)(=O)N2CCCCC2)c1)Nc1ccc(OC(F)(F)F)cc1	i	1.0	-0.3%	-1.8%	i	22	nt	nt	-1%	-6%	nt	nt	-3%
Cc1nnc(NC(=O)c2ccc(C)c(S(=O)(=O)N3CCCCCC3)c2)s1	i	0.0	-0.3%	-0.8%	i	50	nt	nt	4%	-1%	8	-12	2%
Clc1ccccc1Sc1ccc(-c2ccccn2)s1	i	1.1	0.3%	3.0%	i	53	-1.4	1138	nt	-4%	nt	nt	9%
CCOc1ccc(CCNc2nc3ccc(C)cc3n3cnnc23)cc1OCC	i	0.4	-0.8%	13%	i	38	nt	nt	7%	-1%	nt	nt	12%
Nc1ccc2nc(-c3cccnc3)[nH]c2c1	i	0.3	-1.1%	1.1%	i	52	0.4	797	155µM*	10%	17	10	?
COc1ccc(CC(=O)Oc2ccc(Br)cc2F)cc1S(=O)(=O)N1CCOCC1	i	0.9	nt	-0.9%	i	18	nt	nt	12%	-4%	nt	nt	24%
CCCN1CCC(=NNc2ccc(C(=O)O)cc2)CC1	nt	nt	0.2%	-1.3%	i	45	5.1	845	-14%	0%	4	-11	5%
O=C(NNC(=O)c1ccc2ccccc2c1)Nc1ccc(F)cc1	i	1.2	-0.5%	0.6%	i	25	nt	nt	6%	-1%	nt	nt	7%
COc1ccc(OCC(=O)O/N=C(\N)Cc2cccs2)cc1	i	0.5	-0.3%	4.8%	i	28	0.0	1043	-1%	-3%	4	10	5%
CS(=O)(=O)c1ccc(C(=O)OCC(=O)NC2CCS(=O)(=O)C2)cc1[N+](=O)[O-] (stereo unspecified)	i	0.8	-0.1%	0.1%	i	56	0.0	1558	4%	7%	-12	-1	7%
COc1ccccc1C1Nc2ccccc2NC2=C1C(=O)CC(C)(C)C2 (stereo unspecified)	i	0.2	-0.1%	1.0%	i	40	nt	nt	7%	3%	nt	nt	6%
Cc1ccc(Cl)c(OCC(=O)Nc2ccc(S(=O)(=O)NC3=NCCCCC3)cc2)c1	nt	nt	nt	0.8%	i	57	nt	nt	13%	-9%	nt	nt	1%
CCCCN(CCCC)S(=O)(=O)c1ccc(NC(=O)CN2CCOCC2)cc1	i	2.3	-1.2%	-1.7%	i	22	nt	nt	7%	-5%	6	14	10%
CCCCCC(=O)Nc1cccc(C2=NOC3(C2)C[C@@H](C(N)=O)N(C(=O)Cc2ccc([N+](=O)[O-])cc2)C3)c1 (stereo partly specified)	i	2.1	1.2%	1.9%	i	48	-1.0	1377	13%	2%	nt	nt	6%
CCCCNC(=S)NCc1ccc2[nH]c(C)cc2c1	i	1.1	0.0%	0.9%	i	24	1.4	464	2%	5%	5	-18	8%
O=C(c1ccc(CN2CCc3ccccc3C2)cc1)N1CCN(c2ccccc2)CC1	i	0.5	-0.8%	9.1%	i	29	-1.5	973	7%	-1%	9	0	8%
COc1ccc(N2CC(C(=O)N3CCN(Cc4ccc5c(c4)OCO5)CC3)CC2=O)cc1 (stereo unspecified)	i	0.6	-1.4%	-1.2%	i	14	nt	nt	6%	5%	nt	nt	-3%
COC(=O)Cc1csc(Nc2ccccc2Cl)n1	i	0.1	-0.4%	1.1%	i	4	1.9	1101	1%	2%	36	18	22%
O=c1c2c([nH]c3ccccc13)CCC2	i	0.5	-0.6%	0.8%	i	61	nt	nt	-4%	0%	nt	nt	2%
NC(=O)C1(N2CCCCC2)CCN(CC(=O)Nc2ccccc2Sc2ccccc2)CC1	i	2.1	-0.8%	0.4%	i	67	-0.6	1282	-2%	7%	8	22	3%
CC(C)C(NC(=O)CCNC(=O)c1ccc([N+](=O)[O-])cc1)c1nc2ccccc2[nH]1 (stereo unspecified)	i	0.5	nt	0.3%	i	31	nt	nt	1%	nt	nt	nt	nt
CCNc1nnc(SCC(=O)c2c(N)n(C3CC3)c(=O)[nH]c2=O)s1	i	0.9	nt	1.2%	i	18	nt	nt	4%	nt	nt	nt	nt
Cc1ccc(O)c(CNc2ccc(S(=O)(=O)Nc3nccs3)cc2)c1	i	0.3	0.6%	5.3%	i	34	-2.0	1243	11%	17%	nt	nt	21%
O=C(CCn1cnc2ccccc2c1=O)Nc1ccc2c(c1)OCCO2	i	0.8	0.0%	0.7%	i	39	-5.2	1256	6%	12%	-15	-9	4%
COc1ccc(CN(C(=O)c2cc(=O)c3ccccc3o2)C2CCS(=O)(=O)C2)cc1 (stereo unspecified)	i	0.7	-0.3%	1.7%	i	8	nt	nt	9%	-12%	nt	nt	8%
CN(C)c1ccc(C(C(=O)NC2CCCCC2)N(Cc2ccco2)C(=O)c2snc(C(N)=O)c2N)cc1 (stereo unspecified)	i	0.8	-0.2%	7.9%	i	51	nt	nt	5%	-3%	nt	nt	13%
O=C(CSc1nc2[nH]c(=O)cc(O)c2s1)Nc1cccc(Br)c1	i	0.5	nt	0.8%	i	12	nt	nt	4%	nt	nt	nt	nt
CCC1(CC)Cc2ccccc2-c2nc(CN3CCOCC3)[nH]c(=O)c21	i	0.5	-0.4%	1.8%	i	59	-2.7	873	6%	1%	-12	-9	1%
CCCn1c(O)c(C=Nc2ccccc2)sc1=S	i	0.2	-1.2%	3.3%	i	62	1.0	970	8%	-11%	-6	-15	5%
CC(C)OCCCNc1ncnc2c1cnn2-c1ccccc1	i	0.7	0.1%	2.5%	i	11	-3.5	1267	2%	12%	3	-6	14%
COC(OC)c1ccc(C#N)c(SCc2ccccc2)n1	i	0.2	-0.7%	-0.3%	i	36	1.5	1178	nt	-8%	nt	nt	9%
Cc1cccc(C2CC(c3ccccc3)Nc3nc(N)nn32)c1 (stereo unspecified)	i	3.2	0.0%	1.6%	i	18	2.2	1136	8%	-4%	4	-5	3%
Cc1ccc(S(=O)(=O)N(CC(=O)N(C)C)c2cccc([N+](=O)[O-])c2)cc1	+	1.8*	-1.1%	1.3%	i	39	-4.1	1074	4%	5%	9	10	6%
Cc1cc(C)n(-c2nc3sc4c(c3c3nnc(SC(C)C)n23)CC(C)(C)OC4)n1	i	0.3	nt	2.8%	i	48	nt	nt	5%	nt	nt	nt	nt
CCOC(=O)c1cc(-c2ccc(OC)cc2)nn1-c1ccccc1C(=O)O	i	0.6	0.4%	3.1%	i	58	0.3	1302	14%	-12%	nt	nt	24%
Clc1ccc(Oc2nnnn2-c2ccccc2)cc1	i	0.5	-0.2%	0.5%	i	13	-3.9	1037	-5%	0%	12	5	12%
COc1ccc(CN(C)Cc2c(O)ccc3cc(Br)ccc23)cc1OC	nt	nt	-0.2%	10%	i	13	nt	nt	8%	0%	nt	nt	10%
O=C(CSc1n[nH]c(-c2ccccn2)n1)Nc1ccc(Cl)cc1	?	nt	?	0.9%	i	19	nt	nt	0%	12%	nt	nt	2%
COC(=O)CN(C(=O)CSc1nnc(-c2cccc(OC)c2)o1)c1ccc(OC)cc1	i	1.3	0.0%	0.6%	i	13	-3.5	944	9%	-5%	-12	3	8%
CC(C)n1c(NCc2ccc(Cl)cc2)nc2ccccc21	i	0.5	-0.3%	3.7%	i	31	-0.2	1284	12%	nt	nt	nt	15%
Cc1oc(-c2ccccc2F)nc1CS(=O)(=O)CC(=O)NCCCN(C)C1CCCCC1	i	0.8	-1.4%	-2.2%	i	41	-0.4	1376	7%	1%	-5	-3	6%
O=C(CNC(=O)c1ccccc1F)NCC(c1cccs1)N1CCOCC1 (stereo unspecified)	i	0.5	nt	0.3%	i	46	nt	nt	3%	nt	nt	nt	nt
O=C(CCCN1C(=O)S/C(=C\C=C\c2ccccc2)C1=O)Nc1ccc(O)cc1	i	1.9	0.7%	15%	i	12	nt	nt	21%	4%	nt	nt	14%
O=C(N/N=C1\CCCc2ccccc21)c1ccc([N+](=O)[O-])cc1	i	2.8	-0.3%	-0.3%	i	32	0.2	1186	0%	3%	21	3	22%
